ERG-DNA inh: inhibitors of human ERG Ets domain-DNA interaction. P11308. fluorescence polarization, His-ERG Ets domain / labelled DNA. Potency, µM (titrated, usually from 76.9 µM), without a hit: at the top dose FP activity, negative = inhibition, hits mostly inhibitors. actives 0.028% (n = 370,000). AID 624246; active = well fitted inhibition curve with a large enough effect in the polarisation, with a control signal flat; inconclusive = small, poorly fitted or top-dose-only effect, or effect the other way, or a change in a side signal; inactive = no such curve, though single readings can be large or run the other way; the % refers to the polarisation;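 note: polarization taken with two DNA probes labelled with fluorescein and Texas red; potency is the fitted concentration of half-maximal effect; % of control where 0% means no effect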
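His-tagged ERG Ets domain (1 uM in the protein solution; 300mM KCl, 50mM Tris-HCl, 1mM EDTA, 1mM DTT, pH 7.5) received compound, then a probe mix of 5 nM fluorescein-DNA and 100nM Texas-615-DNA. Fluorescence polarization was read for both dyes.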
PGK inhibitor: T. brucei PGK inhibition; actives 0.043% (n = 380,000); PGK/GAPDH coupled, Kinase-Glo luminescence, 60 min; Potency, µM (top dose mostly 57.5 µM), for inactives: at the top dose activity change, negative = inhibition, hits mostly inhibitors; AID 602233; note: potency is the fitted concentration of half-maximal effect; % is set by controls: 0 for no effect and ±100 for the full control effect; nearly all actives have a fitted effect of over 60% in size
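Luminescent ATP detection (Kinase-Glo Plus) follows a 60-minute room-temperature incubation, with wells lacking PGK as controls. Buffer: 100 mM TEA (pH 7.6), 5 mM MgCl2, 0.01% Tween-20. Coupling enzyme GAPDH (100 nM final) supplies unstable 1,3-BPG in-well.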
G9a block: G9a (human) methyltransferase inhibition | G9a H3K9 monomethylation, AlphaScreen, 2 h | Potency, µM (series often up to 102 µM), for the others: at the top dose activity, negative = inhibition, usual class: inhibitors | actives 8.8% (n = 350,000); note: potency is the fitted concentration of half-maximal effect; % is set by controls: 0 for no effect and ±100 for the full control effect; nearly all actives have a fitted effect of over 75% in size
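Using a bead-based AlphaScreen, monomethylated H3K9 product from 2 h room-temperature reactions (G9a 20 nM, peptide 500 nM, SAM 20 uM) was detected with 0.5 ug/mL rabbit anti-H3K9me1 antibody.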
HP1b binding inh: inhibitors of HP1-beta chromodomain binding to methylated histone tails | Potency, µM (top dose mostly 114 µM), for inactives: top-dose activity change, negative = inhibition, actives largely listed as inhibitors | AID 540317 | actives 0.56% (n = 390,000) | AlphaScreen HP1-beta / biotin-H3K9me3 peptide binding; note: potency is the fitted concentration of half-maximal effect; nearly all actives have a fitted effect of over 70% in size; inactives centre near 23
Target sequence (P83916 whole entry, looked up): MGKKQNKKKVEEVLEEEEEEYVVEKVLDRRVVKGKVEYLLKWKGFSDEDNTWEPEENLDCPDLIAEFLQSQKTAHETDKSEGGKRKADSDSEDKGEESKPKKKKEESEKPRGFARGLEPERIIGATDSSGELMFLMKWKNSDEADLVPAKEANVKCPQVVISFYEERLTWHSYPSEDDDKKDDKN
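AlphaScreen: HP1-beta (50 nM) preformed 30 min with biotin-H3(1-18)K9me3 peptide (50 nM) in PBS pH 7.4, 0.01% Tween-20. Compound added for 30 min at RT, then streptavidin donor/nickel chelate acceptor beads (10 ug/mL) for 30 min.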
GLS inhibitor: inhibitors of human glutaminase (GLS); GLS enzymatic activity, qHTS titration; actives 0.21% (n = 410,000); Potency, µM (titrated, usually from 45.5 µM), inactives show top-dose activity change, negative = inhibition, hits mostly inhibitors; AID 624170; note: potency is the fitted concentration of half-maximal effect; % is set by controls: 0 for no effect and ±100 for the full control effect
Target sequence (O94925 whole entry, looked up): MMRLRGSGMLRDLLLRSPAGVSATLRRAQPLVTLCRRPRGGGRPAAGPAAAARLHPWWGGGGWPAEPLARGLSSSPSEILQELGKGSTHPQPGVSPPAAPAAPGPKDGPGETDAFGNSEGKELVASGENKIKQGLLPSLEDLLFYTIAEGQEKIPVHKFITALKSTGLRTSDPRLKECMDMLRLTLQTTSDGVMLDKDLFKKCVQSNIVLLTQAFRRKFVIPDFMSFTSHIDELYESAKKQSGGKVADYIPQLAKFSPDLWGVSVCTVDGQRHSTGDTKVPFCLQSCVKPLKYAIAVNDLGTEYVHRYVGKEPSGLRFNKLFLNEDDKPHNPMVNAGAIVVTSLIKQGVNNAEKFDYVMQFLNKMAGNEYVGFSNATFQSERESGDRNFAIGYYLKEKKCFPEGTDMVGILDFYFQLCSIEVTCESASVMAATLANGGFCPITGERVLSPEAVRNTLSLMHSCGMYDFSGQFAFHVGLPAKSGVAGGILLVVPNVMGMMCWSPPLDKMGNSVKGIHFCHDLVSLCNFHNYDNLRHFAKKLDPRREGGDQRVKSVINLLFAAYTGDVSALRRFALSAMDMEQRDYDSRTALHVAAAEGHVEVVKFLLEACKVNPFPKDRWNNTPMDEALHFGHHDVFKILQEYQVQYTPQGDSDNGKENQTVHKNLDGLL
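Read-out is an Amplex red fluorescence increase coupled through glutamate oxidase and HRP, measured before and after 30 min room-temperature incubation. hKGA is in 45 mM KH2PO4 (pH 8.2) with 0.02% Tween-20; glutamine added as 1mM solution.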
BAZ2B inh: blocks human BAZ2B. Q9UIF8. Potency, µM (highest dose often 114 µM), inactives show at the top dose activity change, negative = inhibition, most hits filed as inhibitors. AlphaScreen BAZ2B-H3K14Ac peptide displacement. AID 504333. actives 4.4% (n = 360,000); note: potency is the fitted concentration of half-maximal effect; % is set by controls: 0 for no effect and ±100 for the full control effect; nearly all actives have a fitted effect of over 60% in size
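In this displacement format the biotinylated H3(5-23) peptide acetylated at Lys14 serves as ligand at 50 nM, with BAZ2B at 50 nM in PBS pH 7.4 containing 0.01% Tween-20. Donor and acceptor beads are 10 ug/mL final.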
PI4K2A block: inhibitors of human PI4K2A; Q9BTU6; purified PI4K2A, ADP-Glo luminescence, 1 h; stronger effect = lower value; activity change, negative = inhibition, % at 76.9 µM; actives 0.13% (n = 420,000); AID 1346378; in the data active = activity change below about -50%; inconclusive = mostly about -30% to -49%;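 note: -100% = wells without enzyme as full effect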
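ADP-Glo luminescence measured ADP generated by PI4K2A enzyme (4 ug/mL before mixing) with 1.2 mM PI substrate (pre-mix) and 300 microM ATP (pre-mix). Tris pH7.5 buffer with MgCl2, Triton X-100; 1 h reaction at ambient temperature.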
JMJD2A Tudor inh: JMJD2A Tudor domain (human) inhibition. O75164. AlphaScreen JMJD2A-Tudor / H3K4me3 peptide binding. Potency, µM (doses to about 114 µM), for inactives: at the top dose activity change, negative = inhibition, usual class: inhibitors. actives 4.4% (n = 390,000). AID 504339; note: potency is the fitted concentration of half-maximal effect; % is set by controls: 0 for no effect and ±100 for the full control effect; nearly all actives have a fitted effect of over 50% in size
Pin1 inh: inhibitors of human Pin1; Potency, µM (series often up to 115 µM), without a hit: top-dose activity, negative = inhibition, usual class: inhibitors; Pin1 FP peptide displacement, HiFluor488, 10 min; actives 0.009% (n = 390,000); Q13526; active = well fitted inhibition curve with a large enough effect in the polarisation, with a control signal flat, not every such curve was filed as active; inconclusive = small, poorly fitted or top-dose-only effect, or effect the other way, or a change in a side signal; inactive = no such curve, though single readings can be large or run the other way; the % refers to the polarisation; note: potency is the fitted concentration of half-maximal effect; % is set by controls: 0 for no effect and ±100 for the full control effect
Target sequence (Q13526 whole entry, looked up): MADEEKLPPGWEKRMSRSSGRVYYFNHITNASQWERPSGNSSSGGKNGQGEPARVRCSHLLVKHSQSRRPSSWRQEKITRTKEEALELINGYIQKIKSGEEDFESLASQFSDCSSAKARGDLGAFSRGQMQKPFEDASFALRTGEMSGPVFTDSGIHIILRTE
Starred values were filed as active, the others as inactive; i = inactive; ? = inconclusive; . = no result given; & = joins results of further samples; [ ] = dose if it differs, or a comment. Unless noted, calls come from the whole dose curve; as a rule, active = well fitted curve in the direction sought with a large enough effect; inconclusive = small, poorly fitted or top-dose-only effect, or another doubt; inactive = no such curve, though single readings can be large; an effect the other way counts as inactive or inconclusive.

SMILES	ERG-DNA inh	PGK inhibitor	G9a block	HP1b binding inh	GLS inhibitor	BAZ2B inh	PI4K2A block	JMJD2A Tudor inh	Pin1 inh
CCOC(=O)C1=C(C)Nc2ncnn2C1c1cc(Br)ccc1F (centres undefined)	5%	-2%	?	34%	12%	9%	-4	-10%	0%
COc1cccc(N2CCN(c3ncnc4c3nc3n4CCCCC3)CC2)c1	-5%	6%	-43%[59 µM]	1%	2%	?	5	?	1%
COc1ccc(C(=O)Nc2ccc(NC(=O)C3CC3)cn2)cc1	-3%	-5%	?	39%	-11%	?	-6	-11%	-8%
O=S(=O)(Nc1nc2c(s1)CCCC2)c1ccc(F)cc1	7%	-9%	10µM*	20%	2%	-39%	-6	-6%	6%
CSc1ccc(C2c3c(oc4ccc(F)cc4c3=O)C(=O)N2c2ccc(C)cn2)cc1 (centres undefined)	-2%	-5%	-1%[59 µM]	34%	-7%	-1%	-1	3%	?
Cn1c(S(=O)(=O)Cc2ccc(Cl)cc2)nc2ccccc21	-1%	-8%	17%	61%[activator]	-5%	0%	-2	3%	3%
COc1c2occc2c(OC)c2c(=O)cc(C)oc12	0%	3%	14%[59 µM]	23%	6%	-5%	1&-2	-11%	1%
COc1ccc(CCNCC(=O)N2C(C)CCCC2C)cc1OC (centres undefined)	0%	21%	-10%	?	3%	79µM*	4	0.79µM*	3%
C[C@H](CO)N1C[C@H](C)[C@@H](CN(C)Cc2ccncc2)Oc2c(NS(=O)(=O)c3cn(C)cn3)cccc2C1=O	-9%	1%	.	44%[activator]	-5%	.	4	-3%	0%
O=C(COC(=O)Cc1cccc(C(F)(F)F)c1)Nc1ccc2[nH]c(=O)[nH]c2c1	6%	0%	17%[0.501 µM]	6%	9%	11%	-4	-16%	2%
CN1CCCC1=Nc1c2c(nc3ccccc13)N(C)CC2	-2%	-10%	28%[59 µM]	22%	10%	9%	1	0%	0%
CCCCN(CC(=O)NC1CCCC1)C(=O)C(=O)Nc1ccc2c(c1)OCCO2	18%	-4%	7%	5%	-5%	0%	-3	79µM*	2%
CCOC(=O)Cc1cc(=O)[nH]c(Nc2nc3ccccc3o2)n1	.	.	15%[59 µM]	33%	18%	-3%	-1	-4%	7%
COc1cc(C)ccc1OCCCOc1c(Cl)cccc1Cl	3%	-3%	50%[59 µM]	170%[activator]	12%	83%[activator]	1	58%[activator]	2%
CN(CC(=O)Nc1ccc(F)cc1)C(=O)COC(=O)/C=C/c1cccs1	11%	-15%	?	33%	-17%	-4%	-1	-8%	1%
C/C(=N\NC(=S)NCc1ccccc1)c1ccc(C#N)cc1	-5%	i	0%	45%	-6%	-6%	7	2%	3%
COc1ccccc1NC(=O)CC1C(=O)NCCN1C(=O)Nc1ccc(Cl)c(Cl)c1 (centres undefined)	-9%	-1%	8%[12.7 µM]	13%	-8%	-3%	0	-21%	-4%
Cc1ccc(OCCC(=O)Nc2ccc(S(=O)(=O)N3CCCC3)cc2)cc1	9%	i	9%[59 µM]	46%[activator]	-3%	10%	1	16%	11%
COc1ccccc1-n1c(=O)oc2ccc(Cl)cc2c1=O	-11%	4%	3%[12.7 µM]	15%	8%	0%	6	-3%	2%
CSCCC(NC(=O)c1ccccc1Br)C(=O)NNC(=O)c1ccncc1 (centres undefined)	3%	-2%	39%[12.7 µM]	47%[activator]	5%	5%	2	-3%	-11%
CCOC(=O)N1CCN(c2nc3ccccc3n3cnnc23)CC1	1%	i	6%	26%	1%	4%	2	-21%	-4%
O=[N+]([O-])c1cccc(S(=O)(=O)N2CCCCC2)c1	-1%	i	16%	22%	-7%	-22%	4	-1%	-2%
O=C(CN1CCCCCC1)Nc1ccccc1F	2%	-6%	8.9µM*	?	20%	56µM*	4	2.2µM*	8%
O=C(CCC(=O)OCC(=O)c1ccc(-c2ccccc2)cc1)Nc1cccc(Cl)c1	4%	-5%	-4%[59 µM]	11%	3%	-1%	-2	?	2%
Cc1ccccc1CNCCCSc1ncccn1	1%	-4%	.	35%	3%	-7%	4	-12%	2%
CC(C#N)Sc1nnc(-c2ccccc2F)n1C1CC1 (centres undefined)	7%	-10%	16%	17%	-2%	-18%	-4	4%	0%
Cc1ccc(CNC(=O)NC2CCCCC2)cc1	0%	-9%	21%[59 µM]	35%[activator]	2%	12%	15	-7%	-3%
N=C1C(c2ccc(Br)cc2)=C(O)C2CCc3ccccc3N12 (centres undefined)	.	.	-9%	14%	3%	1%	-3	-12%	-3%
CCn1c(CN2CCN(c3ccc(OC)cc3)CC2)nc2cc(S(=O)(=O)N(C)C)ccc21	4%	-8%	?	1%	10%	-33%	-2	?	0%
CCCOc1ccc(C(=O)N2CCN(c3ccc(NC(=O)CC)cc3Cl)CC2)cc1	-15%	-5%	-6%[59 µM]	18%	-10%	11%	4	-19%	1%
O=C(NCc1ccccc1C(F)(F)F)c1cccc2c1C(=O)c1ccc(N3CCOCC3)cc1S2(=O)=O	-5%	-1%	.	4%	9%	.	-4	-30%	?
O=C(Cc1cccc(NC(=O)C2CCN(S(=O)(=O)c3cccc([N+](=O)[O-])c3)CC2)c1)Nc1cccc(C(=O)N2CCCCC2)c1	-3%	-7%	.	17%	-1%	.	3	-24%	-7%
CCOC(=O)C1=C(C)NC(c2cccs2)C(=O)N1 (centres undefined)	3%	-1%	?	42%[activator]	0%	9%	1	11%	0%
Cc1cc(NC(=O)CSc2ncc(C(F)(F)F)cc2Cl)no1	5%	-2%	.	3%	10%	.	0	-4%	-2%
O=C(NCc1ccccc1)Nc1cccn(Cc2ccccc2)c1=O	-1%	-2%	6%[59 µM]	-1%	1%	-1%	-2	-21%	5%
CC(NC(=O)Cc1ccc(NS(=O)(=O)c2cccc(C(F)(F)F)c2)cc1)c1ccccn1 (centres undefined)	1%	0%	2%	23%	-9%	-8%	5	-6%	4%
COc1ccc(Nc2ncnc3c2cnn3-c2ccc(C)cc2C)cc1	1%	-3%	6%[59 µM]	19%	-2%	-14%	0	-29%	?
O=C(c1ccccc1)N1CCC(c2nc3c(nnn3Cc3ccco3)c(=O)[nH]2)CC1	2%	-2%	17%	16%	-8%	9%	1	-19%	1%
CC(C)NC(=O)Cc1ccc(Br)cc1	-5%	-3%	5%[59 µM]	21%	-2%	6%	-13	5%	-1%
COc1ccc(OCc2nn[nH]n2)cc1	-2%	3%	?	16%	15%	-36%	-1	-2%	2%

Full records, quoted from the list.
Record of CC(C)NC(=O)Cc1ccc(Br)cc1 → ERG-DNA inh: -5%; PGK inhibitor: -3%; G9a block: 5%[59 µM]; HP1b binding inh: 21%; GLS inhibitor: -2%; BAZ2B inh: 6%; PI4K2A block: -13; JMJD2A Tudor inh: 5%; Pin1 inh: -1%
Record of CCOC(=O)N1CCN(c2nc3ccccc3n3cnnc23)CC1 → ERG-DNA inh: 1%; PGK inhibitor: i; G9a block: 6%; HP1b binding inh: 26%; GLS inhibitor: 1%; BAZ2B inh: 4%; PI4K2A block: 2; JMJD2A Tudor inh: -21%; Pin1 inh: -4%

13 entries from above, set out differently.
| compound | ERG-DNA inh | PGK inhibitor | G9a block | HP1b binding inh | GLS inhibitor | BAZ2B inh | PI4K2A block | JMJD2A Tudor inh | Pin1 inh |
| --- | --- | --- | --- | --- | --- | --- | --- | --- | --- |
| O=[N+]([O-])c1cccc(S(=O)(=O)N2CCCCC2)c1 | -1% | i | 16% | 22% | -7% | -22% | 4 | -1% | -2% |
| O=C(CN1CCCCCC1)Nc1ccccc1F | 2% | -6% | 8.9µM* | ? | 20% | 56µM* | 4 | 2.2µM* | 8% |
| O=C(CCC(=O)OCC(=O)c1ccc(-c2ccccc2)cc1)Nc1cccc(Cl)c1 | 4% | -5% | -4%[59 µM] | 11% | 3% | -1% | -2 | ? | 2% |
| Cc1ccccc1CNCCCSc1ncccn1 | 1% | -4% | . | 35% | 3% | -7% | 4 | -12% | 2% |
| CC(C#N)Sc1nnc(-c2ccccc2F)n1C1CC1 (centres undefined) | 7% | -10% | 16% | 17% | -2% | -18% | -4 | 4% | 0% |
| Cc1ccc(CNC(=O)NC2CCCCC2)cc1 | 0% | -9% | 21%[59 µM] | 35%[activator] | 2% | 12% | 15 | -7% | -3% |
| N=C1C(c2ccc(Br)cc2)=C(O)C2CCc3ccccc3N12 (centres undefined) | . | . | -9% | 14% | 3% | 1% | -3 | -12% | -3% |
| CCn1c(CN2CCN(c3ccc(OC)cc3)CC2)nc2cc(S(=O)(=O)N(C)C)ccc21 | 4% | -8% | ? | 1% | 10% | -33% | -2 | ? | 0% |
| CCCOc1ccc(C(=O)N2CCN(c3ccc(NC(=O)CC)cc3Cl)CC2)cc1 | -15% | -5% | -6%[59 µM] | 18% | -10% | 11% | 4 | -19% | 1% |
| O=C(NCc1ccccc1C(F)(F)F)c1cccc2c1C(=O)c1ccc(N3CCOCC3)cc1S2(=O)=O | -5% | -1% | . | 4% | 9% | . | -4 | -30% | ? |
| O=C(Cc1cccc(NC(=O)C2CCN(S(=O)(=O)c3cccc([N+](=O)[O-])c3)CC2)c1)Nc1cccc(C(=O)N2CCCCC2)c1 | -3% | -7% | . | 17% | -1% | . | 3 | -24% | -7% |
| CCOC(=O)C1=C(C)NC(c2cccs2)C(=O)N1 (centres undefined) | 3% | -1% | ? | 42%[activator] | 0% | 9% | 1 | 11% | 0% |
| Cc1cc(NC(=O)CSc2ncc(C(F)(F)F)cc2Cl)no1 | 5% | -2% | . | 3% | 10% | . | 0 | -4% | -2% |
